# Source: PubChem
# Growth percent in the NCI-60 one-dose screen (48 h, 10 µM unless noted): 100 = growth as untreated, 0 = no growth, -100 = all killed.
# HCC-2998: HCC-2998 colon cancer. 79,000 tested, 4.7% active
# UO-31: UO-31 renal cancer | 81,000 tested, 5.2% active
# HCT-15: HCT-15 colon cancer | AID 1794746 | 82,000 tested, 5.2% active
# TK-10: TK-10 renal cancer cells. 81,000 tested, 3.9% active
# SN12C: SN12C renal cancer cells; 81,000 tested, 3.8% active
# SW-620: SW-620 colon cancer; 82,000 tested, 5.2% active
# HCT-116: HCT-116 colon cancer; AID 1794798; 82,000 tested, 7.3% active
# HT29: HT29 colon cancer; AID 1794748; 81,000 tested, 7.4% active
# 786-0: 786-0 renal cancer cells | 81,000 tested, 5.1% active
# An asterisk follows results filed as active; · = not tested or not shown; & = joins results of further samples; [ ] = remark or other dose. Rule for the calls: active = growth percent below 10; inactive = the rest.
# Start of the data: the first two compounds as a preview:
SMILES,HCC-2998,UO-31,HCT-15,TK-10,SN12C,SW-620,HCT-116,HT29,786-0
O=C(NCCc1ccc(O)c(O)c1)c1cc(Cl)ccc1Nc1ccnc(C(F)(F)F)c1,103.4,59.7,94.4,104.7,102.9,96.0,89.2,89.8,92.5
C=CCc1ccc(OC(=O)[C@@H](C)c2ccc3cc(OC)ccc3c2)c(OC)c1,107.1,77.2,99.5,109.4,94.2,99.4,112.4,106.8,104.1

# The whole of this part (from the top)
SMILES,HCC-2998,UO-31,HCT-15,TK-10,SN12C,SW-620,HCT-116,HT29,786-0
O=C(NCCc1ccc(O)c(O)c1)c1cc(Cl)ccc1Nc1ccnc(C(F)(F)F)c1,103.4,59.7,94.4,104.7,102.9,96.0,89.2,89.8,92.5
C=CCc1ccc(OC(=O)[C@@H](C)c2ccc3cc(OC)ccc3c2)c(OC)c1,107.1,77.2,99.5,109.4,94.2,99.4,112.4,106.8,104.1
CCCCCCCC[Si](OCC)(OCC)OCC,105.2,81.1,107.0,90.8,105.5,104.5,100.6,102.9,99.3
CCCC[N+]1(C)CCN=C1Cc1ccccc1 (stereo not given),93.7,95.5,103.0,91.5,94.4,98.4,100.6,89.3,100.9
Nc1ccc2[nH]ncc2c1,106.4,80.3,103.2,99.6,107.6,97.8,107.8,98.5,105.5
COc1ccc(/C=C(/C(=O)n2cnc3ccccc32)c2cc(OC)c(OC)c(OC)c2)cc1,100.5,80.3,100.5,112.6,96.1,85.3,92.5,92.7,95.9
CCCCCCCCCCCCCCn1cc(C2=C(c3coc4ccc(OC)cc34)C(=O)NC2=O)c2ccccc21,103.7,83.5,88.1,101.6,100.2,89.2,78.0,77.1,97.6
O=C1c2ccccc2C(=O)c2c(Cl)ccc(O)c21,98.8,82.5,95.7,91.8,106.4,94.4,94.6,84.9,89.6
CC1=CC(C)=C(C#N)C2=S=C(c3ccccc3)C(=O)N12,122.9,71.1,95.7,140.5,94.5,107.9,105.6,103.1,102.5
N#Cc1ccc(Nc2nc(Br)cnc2N)cc1,104.8,70.6,96.9,119.8,99.7,101.8,93.3,98.8,99.5
Nc1nc2nonc2nc1Nc1ccccc1F,103.0,98.8,97.6,100.1,95.3,101.7,101.3,95.0,96.7
Cc1cc2nc(C(Cl)Cl)nc(-c3ccco3)n2n1,58.7,90.7,72.0,89.5,93.7,54.1,74.0,37.2,96.2
CC1=NN(c2cccc(Cl)c2)C(=O)/C1=C\C=C\c1ccccc1,30.9,69.7,5.0*,44.8,0.4*,1.3*,-89.2*,-29.5*,35.5
NC(N)=N/N=C(/c1ccccc1)c1ccc(N)cc1,103.1,95.0,106.2,135.2,96.2,111.1,114.8,132.4,105.2
CCOC(=O)c1c2c(c(C)n1Cc1ccccc1)-c1nn(Cc3ccccc3)cc1CC2,75.4,59.6,78.6,123.8,85.6,90.9,54.7,69.1,73.6
COc1ccc(S(=O)(=O)NCCCNc2nccc(-c3c(-c4cccc([N+](=O)[O-])c4)nc4sccn34)n2)cc1,82.1,19.7,30.9,89.1,42.8,91.4,48.7,31.1,66.6
CCSc1ccccc1,98.5,88.3,100.5,95.8,101.0,104.0,101.9,106.2,100.2
O=C(Nc1ccccc1F)OCCCl,103.6[100 µM],93.9[100 µM],108.5[100 µM],100.5[100 µM],101.9[100 µM],104.2[100 µM],106.1[100 µM],106.2[100 µM],98.5[100 µM]
CC(=O)Oc1cc2cnc3c4cc(OC(C)=O)c(OC(C)=O)cc4ccc3c2cc1OC(C)=O,45.7,-2.1*,25.1,21.8,14.6,24.8,5.2*,17.4,18.9
NNC(=O)c1ccco1,100.8&101.0,85.2&94.6,99.8&96.5,104.4&104.8,116.3&115.5,108.7&100.6,109.3&105.6,93.9&102.1,105.3&97.2
COc1ccc(NC(=O)c2nc(-c3cc(OC)c(OC)c(OC)c3)n(-c3ccc(F)c(F)c3)n2)cc1,83.7,70.9,92.5,94.8,100.8,105.8,96.8,84.2,95.8
S=C(S)Nc1cccc2ccccc12,108.3,56.2,91.6,140.8,92.5,91.4,97.9,108.6,104.1
CC12CCC3C(CCC4CC(O)CCC43C)C1C/C(=C/O)C(=O)O2 (stereo not given),102.6,91.0,105.6,89.4,104.3,101.8,104.1,101.8,111.5
C=C(C)COC(=O)Nc1ccccc1,110.7,113.5,106.4,111.2,114.9,112.8,116.0,105.8,129.0
Cc1ccc(C(=O)C[n+]2cccc3c4ccccc4ccc32)cc1,17.4,29.7,56.8,41.3,14.7,19.5,11.8,12.5,34.4
Fc1ccc(-c2nnc(-c3c(-c4ccccc4)nc4ncccn34)o2)cc1,107.9,77.9,90.2,133.2,97.8,105.7,92.8,115.0,93.8
O=C(Nc1cccc2c1CCCC2)c1cc2ccccc2cc1O,59.1,17.5,30.8,88.1,25.6,51.4,6.6*,90.5,43.7
CCOC(=O)C1=C(N)N(c2ccc(Cl)cc2)C2=C(C(=O)CC(C)(C)C2)C1c1ccccc1OC (stereo not given),62.3,57.3,41.3,98.7,88.0,77.3,34.9,56.1,95.0
O=c1cc(-c2nc3ccc(F)cc3s2)c2cc(Cl)c(Cl)cc2o1,·,80.7,94.1,·,91.1,108.0,93.5,99.0,97.7
O=C(CSc1nccc(Nc2ccc(S(=O)(=O)Nc3nccs3)cc2)n1)c1ccc(Cl)cc1,110.2,84.6,102.0,115.3,102.4,106.8,92.6,110.5,108.2

# Brought forward from above: 2 compounds; new compounds follow.
SMILES,HCC-2998,UO-31,HCT-15,TK-10,SN12C,SW-620,HCT-116,HT29,786-0
O=c1cc(-c2nc3ccc(F)cc3s2)c2cc(Cl)c(Cl)cc2o1,·,80.7,94.1,·,91.1,108.0,93.5,99.0,97.7
O=C(CSc1nccc(Nc2ccc(S(=O)(=O)Nc3nccs3)cc2)n1)c1ccc(Cl)cc1,110.2,84.6,102.0,115.3,102.4,106.8,92.6,110.5,108.2
O=[N+]([O-])c1ccc(C=Nc2ccccc2)cc1,96.2,95.8,105.8,120.4,113.0,114.2,102.6,·,107.8
CC(=O)Nc1ccc(Cl)cc1NC(C)=O,133.9,87.5,96.3,102.3,97.7,105.8,120.1,112.3,115.0
COc1ccc2[nH]cc(-c3nc(N)nnc3-c3cn(C)c4ccc(F)cc34)c2c1,116.8,43.3,90.8,109.2,94.5,103.3,94.5,102.5,81.0
O=C(C(Cl)Cl)N1CC2CCC(CC2)C1,102.0,89.4,98.7,110.0,104.7,100.8,101.5,97.3,108.2
Nc1ncc(-c2ccccc2)c2ccncc12,·,60.6,101.4,118.6,107.2,110.6,112.4,136.7,109.4
Cc1nnc2ncccn12,106.2,88.0,97.0,97.7,84.6,103.6,108.8,101.6,108.2
CC(C)(C)n1cc(-c2ccnc(NCCCNS(=O)(=O)c3ccccc3)c2)c(-c2cccc(F)c2)n1,71.3,67.7,24.9,100.5,79.9,29.8,44.6,18.4,63.5
COc1cc(-c2nn(-c3cccc(F)c3)cc2C(=O)O)ccc1O,93.6,88.2,94.2,117.0,102.8,102.6,94.9,111.3,99.4
COC(=O)c1c(C(=O)OC)c2ccc3c4ccccc4ccc3n2c1C(=O)C(C)Br (stereo not given),67.9,45.0,9.9*,58.1,35.7,9.9*,14.0,24.0,41.9
O=c1nc2c(-c3ccccc3)n[nH]n2c2sc3c(c12)CCCC3,97.6,76.7,104.9,121.3,100.5,100.9,95.7,100.4,103.9

# Complete entries, quoted from the list. Screens in order: HCC-2998	UO-31	HCT-15	TK-10	SN12C	SW-620	HCT-116	HT29	786-0
# O=c1nc2c(-c3ccccc3)n[nH]n2c2sc3c(c12)CCCC3 is entered as 97.6	76.7	104.9	121.3	100.5	100.9	95.7	100.4	103.9
# COC(=O)c1c(C(=O)OC)c2ccc3c4ccccc4ccc3n2c1C(=O)C(C)Br (stereo not given) is entered as 67.9	45.0	9.9*	58.1	35.7	9.9*	14.0	24.0	41.9

# The list goes on:
SMILES,HCC-2998,UO-31,HCT-15,TK-10,SN12C,SW-620,HCT-116,HT29,786-0
CCS(=O)(=O)C(C(OC(C)=O)C(OC(C)=O)C(OC(C)=O)C(COC(C)=O)OC(C)=O)S(=O)(=O)CC (stereo not given),98.2,85.8,99.4,103.1,104.1,107.4,101.6,101.8,100.3
CN(c1ccccc1)S(=O)(=O)c1ccccc1,128.4,94.9,112.3,113.0,97.9,106.9,112.0,112.5,105.9
CCCN(CCC)C(=O)C(c1ccccc1)C1(O)CCCCC1 (stereo not given),120.4,92.2,99.5,95.5,102.7,104.3,93.5,92.6,90.2
Nc1nc(N)c(N=O)c(Nc2ccc(Cl)c(Cl)c2)n1,131.8,63.2,102.6,154.6,90.0,100.8,88.2,88.0,75.0
COc1ccc(/C=C2\C(=O)N=C3N2NC(=O)C(=O)N3c2ccccc2)cc1,103.0,71.2,106.0,122.6,92.4,98.5,97.8,105.8,94.5
O=C(CN1CCOCC1)N1c2cccc3cccc(c23)N(C(=O)CN2CCOCC2)C1c1cn(-c2ccccc2)nc1-c1cccc([N+](=O)[O-])c1,96.5,71.2,94.6,119.8,93.5,95.6,87.1,99.1,95.0
Nc1nn2cc(-c3ccc(Cl)s3)nc2c2ccccc12,92.4,67.1,87.5,112.7,91.9,98.6,77.6,92.0,103.9
N=C(N)c1ccc(-c2ccc(-c3cc(Cl)cc(Cl)c3)s2)s1,-59.9*,-40.2*,-84.8*,-26.5*,-65.4*,-39.8*,-52.5*,-80.1*,-74.5*
CC(O)c1ncc(/C=C2\SC(=S)N(Cc3ccccc3)C2=O)s1 (stereo not given),120.0,85.8,97.4,33.7,110.1,90.3,96.0,59.4,87.3
CC1=CC(=O)Nc2ccccc2S1,114.0,68.9,106.3,117.2,101.4,100.2,107.3,103.3,112.5
CC1=CC(=O)C(C(C)=Nc2ccccc2[N+](=O)[O-])C(=O)O1 (stereo not given),·,82.3,96.3,109.8,103.9,102.7,94.8,111.3,108.8
O=S1(=O)N=C2N3C=C(C(F)(F)F)C=C(Cl)C3=NN2c2ccncc21,100.9,149.7,103.3,99.4,105.0,117.5,111.8,102.6,117.8
NS(=O)(=O)c1ccc(-n2c(=O)c3cc4c(=O)n(-c5ccc(S(N)(=O)=O)cc5)c(=O)c4cc3c2=O)cc1,104.4,79.4,104.1,100.7,100.5,109.6,102.9,108.5,102.6
O=C1CCC(OCc2cc(=O)c(O)co2)N1 (stereo not given),104.9,97.9,108.6,103.0,103.2,96.1,95.5,103.1,104.6
O=C1[C@H]2Cc3c([nH]c4ccccc34)[C@@H](c3ccc(Br)cc3)N2C(=O)CN1C1CCN(Cc2c(F)cccc2F)CC1,43.7,30.9,28.2,84.8,27.9,57.4,37.0,23.7,65.3
OCc1cnccc1N1CCCC1,106.3,98.8,113.8,100.3,103.5,103.6,103.7,96.0,99.9
CCN(CC)CCCC(C)Nc1c2ccc(Cl)cc2nc2ccc(OC)cc12 (stereo not given),15.3,·,14.2,23.9,33.2,-19.1*,12.3,-30.3*,25.6
O=C(CSc1nc(-c2ccccc2)cc(=O)[nH]1)c1ccc2ccccc2c1,101.5,97.2,112.9,120.7,97.6,92.7,94.9,99.0,96.9
CCC(=O)c1ccc2ccccc2c1,99.3,90.2,97.3,107.7,99.8,112.2,107.9,105.1,98.3
CC(=O)Nc1cccc(F)c1,100.9,82.8,116.9,94.9,98.4,123.1,101.1,113.9,103.3
O=S(=O)(NCCCNc1cc(-c2cn(-c3ccccc3)nc2-c2cccc(O)c2)ccn1)c1ccc(C(F)(F)F)cc1,-30.5*,24.9,5.2*,77.7,50.1,27.4,29.0,2.8*,-8.1*
CCCCCCCCCCCCC[N+](C)(C)Cc1ccccc1,-80.5*,43.6,64.7,-59.5*,-55.7*,-37.6*,-89.9*,-62.7*,-56.1*
Cc1cc(C)c(NC(=O)c2sc3nc4c(cc3c2N)CN(Cc2ccccc2)CC4)c(C)c1,62.3,26.5,21.7,67.6,23.9,23.7,22.6,7.2*,39.0
Cc1nc2sc(C(=O)Nc3ccccc3)c(N)c2c(C)c1Br,90.2,66.5,100.5,67.9,80.4,85.4,63.1,90.5,53.8
Nc1cccc(-c2nc3sccn3c2-c2ccnc(NCCCNS(=O)(=O)c3ccc(Cl)cc3)n2)c1,136.4,93.2,99.2,141.6,87.8,129.5,93.4,94.9,101.6
Cc1ccc(OCCCn2ccc(=O)[nH]c2=O)c(C)c1,108.0,90.4,99.4,81.8,89.2,104.1,99.2,103.8,97.0
O=C(Nc1ccccc1)Nc1cccc(N=Cc2c(O)ccc3ccccc23)c1,108.2,58.6,95.6,123.2,94.4,97.7,98.6,106.5,102.5
COc1cc(-c2nn(-c3ccccc3)cc2-c2ccnc(NCCNS(=O)(=O)c3ccccc3)n2)ccc1Cl,109.2,79.7,80.2,105.3,94.6,116.4,78.0,90.8,90.9
COc1cc(CCn2nnc3c(Nc4ccc(N5CCCC5)cc4)ncnc32)cc(OC)c1,88.7,72.8,60.2,107.4,96.6,72.5,81.6,72.9,103.0
c1ccc(CCC2CCCCN2)nc1 (stereo not given),105.3,91.9,98.5,100.7,105.3,108.7,101.9,101.3,98.9
C=C(C)[C@@H]1CC[C@]2(C(=O)N[C@H](Cc3ccccc3)C(=O)OC)CC[C@]3(C)[C@H](CC[C@@H]4[C@@]5(C)C/C(=C/c6ccco6)C(=O)C(C)(C)[C@@H]5CC[C@]43C)[C@@H]12,96.7,87.5,94.7,117.3,89.0,95.6,99.4,92.3,100.3
Clc1ccc2nc(-c3nnc(-c4ccccc4)o3)c(Cl)nc2c1,106.6,73.9,97.5,128.3,92.0,97.6,104.2,116.6,103.1
Cc1ccc(-c2[nH]ncc2C2OC[C@@]3(C)[C@H]4CCC5(C)OC(C6=CCOC6=O)C[C@H]5[C@]4(C)CC[C@H]3O2)cc1 (stereo not given in full),106.6,65.3,85.6,100.5,71.8,·,94.1,98.6,93.2
Cn1c(=O)c2c(c3ccccc31)OC(N)=C(C#N)C21C(=O)c2cccc3cccc1c23 (stereo not given),111.5,80.6,103.7,103.4,80.3,102.0,100.5,104.4,95.8
CCCC1=NNC(=O)C1,119.3,82.8,102.8,97.2,101.2,99.8,98.5,103.5,95.8
O=C(Cc1ccccc1)NCc1ccccc1,105.6,94.9,98.1,101.7,103.6,111.8,112.2,106.2,93.7
